High-throughput results (PubChem BioAssay)
PglD inh: PglD (C. jejuni) enzyme inhibition; purified PglD enzyme, DTNB colorimetric CoA detection; inhibition, % at 12.5 µM; 360,000 compounds, 0.098% hits; AID 602405; in the data active = inhibition above about 16%, passing the limit was not always enough; inconclusive = no clear call, values can overlap the other calls; note: strong numbers were not always called active
PGC1a acetyl inh: lowers PGC1a acetylation signal in U2OS cells | AlphaScreen anti-acetyl-lysine; with virally co-expressed GCN5 acetyltransferase | inhibition, % at 15.6 µM | 350,000 compounds, 0.17% hits | AID 651687;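 active = every replicate shows inhibition of at least 40%; inconclusive = mean inhibition at least 40% but some replicate below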;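 note: 0% = neutral control wells and 100% = positive control wells; some results beyond the cut were filed as inactive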
miR122 inh: inhibitors of miR-122 in Huh7 cells; activation (reporter increase), % at 12.5 µM; Huh7 miR-122 Renilla luciferase sensor, 48 h; neutral wells = 0, positive control = 100; AID 602342; 340,000 compounds, 0.3% hits;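 active = mean replicate activation score at least 90 and every replicate individually at or above 90; inconclusive = only one of the two criteria met; inactive = neither criterion met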;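 note: higher luciferase means less miR-122 activity so hits act as miR-122 inhibitors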
CFTR F508del cor: correctors of CFTR F508del function in bronchial epithelial cells; CFBE cells, YFP halide quenching; stimulated with forskolin plus potentiator P3; % fluorescence drop versus neutral controls; activity (quench increase), % at 7.58 µM; 350,000 compounds, 0.36% hits;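 active = mean added fluorescence quench of at least 8% versus neutral control, with both replicates also reaching 8%; inconclusive = only one of the mean or replicate conditions met; inactive = mean below 8% and not both replicates reaching 8%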;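 note: cells transiently co-express mutant CFTR-F508del with the halide-sensitive YFP; corrector assay measuring rescue of mutant channel to the surface after 24 h compound exposure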
Statin myotox sup: protects C2C12 myotubes from simvastatin toxicity | ATP luminescence, 48 h; scaled: DMSO 0, geranylgeraniol control 100 | rescue of ATP level, % at 7.49 µM | 330,000 compounds, 0.78% hits;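 active = mean ATP rescue above about 67%, or every replicate alone reaching that limit, limit read from the data, passing the limit was not always enough; inconclusive = no clear call, values can overlap the other calls; inactive = mean under the limit and some replicate under it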;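 note: myotubes were challenged with 10 µM simvastatin during compound exposure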
Cneo AK release: Cryptococcus neoformans lysis via adenylate kinase release | C. neoformans lysis, adenylate kinase release luminescence, 4 h; normalised: neutral wells 0, clomiphene wells 100 | lysis activity, % at 15 µM | 360,000 compounds, 0.2% hits;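 active = mean lysis activity across replicates of at least 80%, whatever share of replicates individually reach that level; inactive = mean lysis activity below 80%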
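Test system: log-phase Cryptococcus neoformans yeast cells. Input: 5 × 10^6 yeast cells/mL. Medium: fresh YPD growth medium. Doses: single dose. Incubation: static 4 h at 37 °C with compound, 1 h detection. Measured by: luminescent adenylate kinase detection reagent. Read-out: signal increase indicating cell lysis. Benchmarks: Clomiphene.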
INS-1E GSIS act: GLuc luminescence reporter in INS-1E cells, primary screen for activators of glucose-dependent secretion of insulin | INS-1E GLuc reporter insulin secretion, 2-3 h | activation, % at 16.6 µM | 370,000 compounds, 0.61% hits | AID 743287;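 active = lowest replicate activation of at least 40%, so every replicate reaches that level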;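 note: 0% = median of neutral control wells and 100% = median of IBMX positive control wells; some compounds called inactive have numbers as strong as hits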
FN deposition inh: fibronectin deposition inhibition. AH1F fibroblasts, Alexa488-fibronectin deposition fluorescence, overnight. inhibition, % at 12.6 µM. 350,000 compounds, 0.086% hits. AID 743247;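 active = mean inhibition across replicates of 30% or more, regardless of how many single replicates reach that level; inconclusive = mean under 30% yet at least half of replicates reach 30%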;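 note: positive control wells lacked labelled fibronectin entirely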
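Measured by – fluorescence 485/525 nm · System – AH1F fibroblast monolayer, labelled fibronectin deposition · Amount – 10000 cells per well · Buffer or medium – serum-reduced DMEM (2% serum) · Doses – single dose, pinned · Also added – fluorescent fibronectin at 24 nM final · Schedule – 1 h cell attachment, overnight exposure to compound and label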
An asterisk follows results filed as active; ? = inconclusive; . = not tested or not shown; [ ] = another dose, or the depositor's remark.

Every second line gives: PglD inh	PGC1a acetyl inh	miR122 inh	CFTR F508del cor	Statin myotox sup	Cneo AK release	INS-1E GSIS act	FN deposition inh
1) CCN(CC)CCNC(=O)c1ccc(NC(=O)c2ccc(C(=O)c3ccccc3)cc2)cc1
 : .	6	-5	3.2	-1	.	-7	3
2) O=C(c1ccco1)N(Cc1ccc([N+](=O)[O-])cc1)c1ccc(Br)cc1
 : -7	-58	3	.	49	-2	.	.
3) C[C@H]1C=C(C(=O)N2CCOCC2)O[C@@H](OCc2ccc(CO)cc2)C1
 : -2	1	2	2.2	8	2	13	0
4) CCOc1cc(C2NC(=O)CCC2[N+](=O)[O-])cc(Br)c1OCC (stereo unspecified)
 : -5	-2	-4	4.0	21	-3	18	-5
5) C[C@H]1CN([C@@H](C)CO)C(=O)CCCn2cc(nn2)CO[C@H]1CN(C)C(=O)C1CCCCC1
 : 3	-4	-5[16.7 µM]	-2.0	2	-11	21	-7
6) COc1ccc(NC(=O)Cn2nc(Cc3cccnc3)c3ccccc3c2=O)c(OC)c1
 : -5	-2	2	1.2	-6	-1	17	3
7) C[C@@H]1CN([C@H](C)CO)C(=O)c2cc(NS(=O)(=O)c3ccc(F)cc3)ccc2O[C@@H]1CN(C)Cc1ccc2c(c1)OCO2
 : -2	-3	24[16.7 µM]	1.8	47	45	-9	-12
8) Cc1ccc(NC(=O)c2cc(S(=O)(=O)N3CCOCC3)ccc2F)c(C)c1
 : -1	-4	-2	.	.	0	.	.
9) COCC1CCCN(C(=O)c2ccc3oc(CCCc4ccccc4)nc3c2)C1 (stereo unspecified)
 : 0	1	-6	0.2	8	-11	-45	3
10) Cc1ccc(OCCn2cnc3cc([N+](=O)[O-])ccc3c2=O)cc1
 : -1	2	.	-5.4	.	3	19	2
11) CCCCCCCCCC(=O)OCC(O)CO (stereo unspecified)
 : 0	-4	-2	8.2*	5	0	.	-1
12) C=CCn1c(=S)[nH]c2nc3c(cc2c1=O)COC(C)(C)C3
 : -3	53	1	.	-3	-1	1	-1
13) COc1ccc(N2CCN(C(=O)CCCCCn3c(=O)[nH]c4ccsc4c3=O)CC2)cc1
 : 2	-4	14	1.6	-8	-3	-11	-5
14) CC1CC(C)(C)NCc2ccccc21 (stereo unspecified)
 : -3	3	1	.	-1	-1	14	.
15) CC(=O)Nc1ccc(NC(=O)C2CCCN(c3ncccn3)C2)cc1 (stereo unspecified)
 : -1	17	10	.	-12	0	.	-3
16) O=C(CN1CCOCC1)Nc1c2c(nc3c1CCC3)CCC2
 : 0	1	7	.	.	0	39	.
17) O=C(C[C@H]1C[C@@H]2c3cc(NC(=O)Nc4ccc(C(F)(F)F)cc4)ccc3O[C@@H]2[C@@H](CO)O1)NCc1ccc(Cl)cc1
 : 3	-8	-2[16.7 µM]	-4.1	-20	-6	0	.
18) N#Cc1sc2nccc(Nc3ccccc3)c2c1N
 : -5	?	26	-0.9	.	-1	.	15
19) Cc1ccc(S(=O)(=O)NCC2COc3ccccc3O2)cc1 (stereo unspecified)
 : 1	9	-5	0.8	.	0	-7	1
20) COc1ccc(C)cc1Cn1c(S(C)(=O)=O)nc2ccccc21
 : -2	.	4	.	7	-1	.	.
21) CC(OCc1ccccc1)C(NC(=O)OC(C)(C)C)C(=O)NCC1CCCO1 (stereo unspecified)
 : 3	-3	-5	.	4	1	.	-1
22) Cc1cc2ccccn2c1C(=O)c1ccccc1Br
 : 4	-12	6	4.5	7	-5	19	-3
23) N#CCCn1nc(Cc2cccc3ccccc23)c(C#N)c1N
 : -2	.	.	1.4	0	1	11	-1
24) CC1CCCN(CCOc2cccc(Oc3ccccc3)c2)C1 (stereo unspecified)
 : -1	-2	-3	-1.7	7	4	-2	2
25) CCCNC(=O)N1[C@H](CO)[C@H](c2ccccc2C2=CCCCC2)[C@@H]1C#N
 : .	-8	.	1.6	.	.	-14	-6
26) O=C(NCc1ccccn1)c1ccc(/C=N/O)nc1
 : 4	6	-1	.	-4	-1	-2	.
27) CC(C)C#Cc1cnc2c(c1)C(=O)N([C@H](C)CO)C[C@@H](C)[C@H](CN(C)C(=O)Nc1ccc(F)cc1)O2
 : 3	5	-1[16.7 µM]	2.4	19	-1	-24	-9
28) C[C@H](NC(=O)C1CCN(S(=O)(=O)c2ccccc2)CC1)C(=O)NCc1ccncc1
 : 0	2	-2	0.6	-28	-3	.	6
29) CCN(CC)S(=O)(=O)c1ccc(C(=O)Nc2nnc(NC(=S)Nc3ccccc3)s2)cc1
 : .	6	5	3.3	-21	.	-12	-5
30) Cc1ccc(NC(=O)COc2ccc(N(C)S(=O)(=O)c3ccc(F)cc3)cc2)cc1
 : 0	-14	.	0.3	-3	-1	-19	-9
31) CC(C)(C)C(=O)Nc1ccccc1N1CCN(c2ccc(F)cc2)CC1
 : 7	-8	.	-2.6	6	-2	-33	4
32) C[C@@H]1CCCCO[C@H](CN(C)C(=O)c2ccncc2)[C@@H](C)CN([C@@H](C)CO)C(=O)c2cc(NC(=O)c3ccccc3)ccc2O1
 : 0	9	8[16.7 µM]	0.4	.	3	1	.
33) CCC1=NN(S(=O)(=O)c2ccc(C)cc2)C(O)(C(F)(F)F)C1 (stereo unspecified)
 : .	-7	0	1.1	.	.	-8	1
34) CCOC(=O)C1CCCCN1C(=O)CCn1nnnc1CN1CCOCC1 (stereo unspecified)
 : -5	-3	-5	-2.8	4	5	-26	0
35) O=C(C[C@@H]1C=C[C@@H](NC(=O)CC2CC2)[C@H](CO)O1)NCc1ccc(Cl)cc1
 : 5	4	.	0.4	2	0	10	.
36) Cc1ccc(C)c(N2CCN(C(=O)c3ccc4c(c3)c(C)c(C)n4C)CC2)c1
 : -3	-2	-12	-0.1	-1	1	10	-11
37) O=C1C/C(=C/NCc2ccccc2)C(=O)N1
 : 7	-2	-1	.	95*	-4	11	.
38) CCOC(=O)Cc1nn(C)c(=O)c2ccccc12
 : 3	1	-2	1.9	37	3	4	.
39) O=C(OCc1nnc(-c2ccccc2)o1)c1cc([N+](=O)[O-])ccc1Cl
 : -12	-6	-9	-0.2	5	2	4	-1
40) NC(=O)COC(=O)/C=C/c1cccc(Br)c1
 : .	12	.	1.9	.	.	3	1
41) C[C@@H]1CCCCO[C@@H](CN(C)C(=O)C2CCCCC2)[C@@H](C)CN([C@H](C)CO)C(=O)c2cc(NS(=O)(=O)c3cccs3)ccc2O1
 : -1	-1	10[16.7 µM]	-2.3	.	2	7	.
42) CCc1cc2c3c([nH]c2cc1S(=O)(=O)N1CCC2(CC1)OCCO2)CCCC3=O
 : -4	-10	0	-2.8	-27	7	-16	-13
43) O=C(Nc1cccc(F)c1)N1CCCCN2[C@H](CO)[C@@H](c3ccc(-c4ccncc4)cc3)[C@@H]2C1
 : 2	9	-3[16.7 µM]	-6.0	.	0	-16	.
44) C[C@@H]1CN([C@H](C)CO)C(=O)c2cc(NC(=O)Cn3cnnn3)ccc2O[C@H]1CN(C)C(=O)Nc1ccc(F)cc1
 : -4	6	0[16.7 µM]	3.5	-18	-1	1	0
45) CCCN1CCN(CCCNC(=O)C(CC)n2nc(C)c3sc4ccccc4c3c2=O)CC1 (stereo unspecified)
 : 1	-1	-2	2.1	17	0	1	-3

Further results
item | compound | PglD inh | PGC1a acetyl inh | miR122 inh | CFTR F508del cor | Statin myotox sup | Cneo AK release | INS-1E GSIS act | FN deposition inh
46 | C[C@@H]1CN([C@@H](C)CO)C(=O)c2cc(NS(C)(=O)=O)ccc2O[C@@H](C)CCCCO[C@@H]1CN(C)C(=O)Nc1ccc2c(c1)OCO2 | -2 | 1 | 1[16.7 µM] | -2.0 | . | 2 | . | .
47 | O=C(N/N=C/c1cc([N+](=O)[O-])cc([N+](=O)[O-])c1O)/C(=C\c1cccs1)NC(=O)c1ccccc1 | -3 | 17 | 6 | . | -13 | 1 | -39 | -14
48 | CCc1ccc(N(CC(=O)NC2CCCCC2)C(=O)CCC(=O)Nc2ccccn2)cc1 | 4 | 0 | -4 | -2.1 | -41 | 4 | 8 | 10
49 | CN(CC(=O)NCc1ccncc1)S(=O)(=O)c1ccccc1 | -2 | 21 | -2 | 1.1 | -2 | 0 | 11 | .
50 | COC(C[C@@H]1O[C@H]1[C@@H](O)[C@@H](C)OCc1ccccc1)OC | 5 | . | -1 | -6.0 | -2 | 2 | -13 | -4
51 | COc1cccc(OCc2cc(C(=O)N3CCN(C4CCCCC4)C(=O)C3)no2)c1 | -1 | -14 | -1 | 0.0 | 18 | -7 | -14 | 4
52 | CN1C(=O)c2cc(NC(=O)C3CCOCC3)ccc2OC[C@@H]2O[C@@H](CC(=O)NCc3ccc4c(c3)OCO4)CC[C@@H]21 | 3 | . | . | . | -15 | 0 | -6 | -2

For reference, some entries already given.
item | compound | PglD inh | PGC1a acetyl inh | miR122 inh | CFTR F508del cor | Statin myotox sup | Cneo AK release | INS-1E GSIS act | FN deposition inh
47 | O=C(N/N=C/c1cc([N+](=O)[O-])cc([N+](=O)[O-])c1O)/C(=C\c1cccs1)NC(=O)c1ccccc1 | -3 | 17 | 6 | . | -13 | 1 | -39 | -14
48 | CCc1ccc(N(CC(=O)NC2CCCCC2)C(=O)CCC(=O)Nc2ccccn2)cc1 | 4 | 0 | -4 | -2.1 | -41 | 4 | 8 | 10
49 | CN(CC(=O)NCc1ccncc1)S(=O)(=O)c1ccccc1 | -2 | 21 | -2 | 1.1 | -2 | 0 | 11 | .
50 | COC(C[C@@H]1O[C@H]1[C@@H](O)[C@@H](C)OCc1ccccc1)OC | 5 | . | -1 | -6.0 | -2 | 2 | -13 | -4
51 | COc1cccc(OCc2cc(C(=O)N3CCN(C4CCCCC4)C(=O)C3)no2)c1 | -1 | -14 | -1 | 0.0 | 18 | -7 | -14 | 4
52 | CN1C(=O)c2cc(NC(=O)C3CCOCC3)ccc2OC[C@@H]2O[C@@H](CC(=O)NCc3ccc4c(c3)OCO4)CC[C@@H]21 | 3 | . | . | . | -15 | 0 | -6 | -2
